Assay outcomes (PubChem BioAssay)
NPYLR7 ag – agonists of mosquito NPYLR7 receptor, primary screen, cell-based, Aedes aegypti, calcium fluorescence, mosquito biting behavior | HEK293T NPYLR7/Galpha15, GCaMP6s calcium fluorescence | activation, % at 10 µM | actives 0.15% (n = 270,000) | AID 1259423, 2018; in the data active = activation above about 40%;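 note: 0% = vehicle and 100% = reference agonist at the receptor; some compounds past the cut are filed as inactive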
mcGAS inh – cyclic GMP-AMP synthase inhibitors, mouse, primary biochemical chemiluminescence. recombinant cGAS, Kinase-Glo ATP depletion luminescence. AID 1259399, 2018. Q8C6L5. actives 0.15% (n = 160,000). inhibition, % at 12.5 µM;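 note: 0% = negative control wells and 100% = reference inhibitor with no enzyme activity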
hcGAS inh – Primary biochemical luminescence assay for human cyclic GMP-AMP synthase inhibitors; Q8N884; recombinant h-cGAS, ATP depletion, Kinase-Glo luminescence; inhibition, % at 12.5 µM; actives 0.081% (n = 290,000); AID 1259398, 2018;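 note: 0% = vehicle reaction and 100% = reaction without DNA for no activity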
Target sequence (Q8N884 whole entry, looked up): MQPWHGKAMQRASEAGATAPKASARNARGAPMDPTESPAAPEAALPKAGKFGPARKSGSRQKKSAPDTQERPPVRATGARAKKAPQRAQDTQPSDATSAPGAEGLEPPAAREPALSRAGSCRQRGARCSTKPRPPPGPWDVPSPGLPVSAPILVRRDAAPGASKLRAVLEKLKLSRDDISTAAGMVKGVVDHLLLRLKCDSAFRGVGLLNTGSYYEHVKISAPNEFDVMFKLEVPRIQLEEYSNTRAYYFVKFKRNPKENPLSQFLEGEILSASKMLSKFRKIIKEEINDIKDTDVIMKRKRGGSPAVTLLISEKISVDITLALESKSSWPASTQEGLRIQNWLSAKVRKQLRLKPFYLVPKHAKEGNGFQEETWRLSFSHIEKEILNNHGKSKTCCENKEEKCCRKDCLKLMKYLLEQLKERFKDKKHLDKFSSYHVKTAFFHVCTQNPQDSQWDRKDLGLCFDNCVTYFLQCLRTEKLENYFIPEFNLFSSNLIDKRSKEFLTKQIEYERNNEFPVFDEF
An asterisk follows results filed as active; nt = no result given; & = joins results of further samples. Cut-off read from the data, not from the text of the source, unless noted: active = inhibition above about 40%; inactive = the rest.

1	c1ccc2c(CN3CCN(C4CC5CCC4C5)CC3)cccc2c1 (centres undefined)
2	CCn1c(SCC(=O)N2CCN(c3ccccc3)CC2)nnc1-c1c(C)nc2sccn12
3	Cc1nn(-c2ccccc2)c(Oc2cccc(F)c2)c1CN(CC(O)CN1CCOCC1)CC1CC1 (centres undefined)
4	Cc1cc(CC(=O)N2CCC3(CC2)N=CC2(CCCCC2)S3)on1
5	COc1ccc(N2CCN(C(=O)C3CC=CCC3C(=O)N3CCCCC3)CC2)cc1 (centres undefined)

Compound	1	2	3	4	5
NPYLR7 ag	-2	1	-3	23	-7
mcGAS inh	nt	-2	-5	nt	-4
hcGAS inh	-3	-2	-4	-5	-7

6	NC1CCN(c2ccccc2C(=O)N2CCN(CC(=O)N3CCCC3)CC2)CC1
7	O=C(NCCCN1CCCC1=O)c1cc2n(n1)CCN(Cc1cccc(F)c1)C2=O
8	CCOC(=O)CNC(=O)CSc1nc2c(c(=O)n1-c1cccc(C(F)(F)F)c1)SCC2
9	Cc1cc(SCC(=O)NC23CC4CC(CC(C4)C2)C3)nc2ccccc12
10	O=C(Cc1c[nH]c2ccccc12)N1CCN(c2cc(-n3ccnc3)ncn2)CC1

Compound	6	7	8	9	10
NPYLR7 ag	2	21	-6	1	-14
mcGAS inh	nt	-5	-8	-5	-11
hcGAS inh	-5	-2	-6	-3	-3

11	CCNC(=O)C1(C)CCN(Cc2cccc(C(F)(F)F)c2)C1 (centres undefined)
12	CCC(CC)C(=O)N1CCN(c2nc(C)cc(Nc3ccc(C)cc3)n2)CC1
13	COc1cccc(F)c1-c1cc(NC(C)C)ncn1
14	O=C(CN1CN(c2ccccc2)C2(CCN(C(=O)NC3CCCCC3)CC2)C1=O)NCCc1ccccc1
15	CCN(CC1CCCO1)C(=O)Nc1cccc(-n2cccn2)c1 (centres undefined)

Compound	11	12	13	14	15
NPYLR7 ag	1	10	18	22	4
mcGAS inh	nt	nt	-11	-5	nt
hcGAS inh	-9	-3	-7	-7	-19

In the list so far, 3 have an aryl thioether with sulfur outside any ring.
2	CCn1c(SCC(=O)N2CCN(c3ccccc3)CC2)nnc1-c1c(C)nc2sccn12
8	CCOC(=O)CNC(=O)CSc1nc2c(c(=O)n1-c1cccc(C(F)(F)F)c1)SCC2
9	Cc1cc(SCC(=O)NC23CC4CC(CC(C4)C2)C3)nc2ccccc12

Compound	2	8	9
NPYLR7 ag	1	-6	1
mcGAS inh	-2	-8	-5
hcGAS inh	-2	-6	-3

(next part)
16	CCc1ccc(NC(=O)c2nnn(CC(=O)Nc3cccc(C)c3)c2N)cc1
17	CC(=O)Nc1ccc(CN(Cc2ccco2)C(C)C(C)C)cc1 (centres undefined)
18	COCCNc1cc(-c2nccc3occc23)c2cc[nH]c2n1
19	CCC(C)NC(=O)CSc1nc(C)nc2sc3c(c12)CCC3 (centres undefined)
20	CCc1cc(C(=O)N2CCc3c(cc(-c4ccccc4Cl)c(=O)n3Cc3ccncc3)C2)no1

Compound	16	17	18	19	20
NPYLR7 ag	-8	15	2	-4	18
mcGAS inh	-8	-11	-11	nt	-7
hcGAS inh	-5	-9	-7	1	-11

21	Cc1c(C(C)NC(=O)Nc2ccc(Cl)c(Cl)c2)cnn1C (centres undefined)
22	CC12CCC(C(=O)N(NC(=O)c3ccco3)C1=O)C2(C)C (centres undefined)
23	Cc1nn(C)c(C)c1CN(CCO)C(=O)CC12CC3CC(CC(C3)C1)C2
24	O=C(c1ccccc1C(=O)N1CCC2(CC1)C(=O)NCN2c1ccccc1)N1CCC2(CC1)C(=O)NCN2c1ccccc1
25	COc1cccc(Nc2nc(C(N)Cc3ccc(C(F)(F)F)cc3)cs2)n1 (centres undefined)

Compound	21	22	23	24	25
NPYLR7 ag	11	-3	-4	-5	-5
mcGAS inh	nt	nt	nt	-8	-6
hcGAS inh	-17	-7	-7	-6	-5

Part of the list above, reformatted:
[21] Cc1c(C(C)NC(=O)Nc2ccc(Cl)c(Cl)c2)cnn1C (centres undefined)
  NPYLR7 ag: 11; mcGAS inh: nt; hcGAS inh: -17

[22] CC12CCC(C(=O)N(NC(=O)c3ccco3)C1=O)C2(C)C (centres undefined)
  NPYLR7 ag: -3; mcGAS inh: nt; hcGAS inh: -7

[23] Cc1nn(C)c(C)c1CN(CCO)C(=O)CC12CC3CC(CC(C3)C1)C2
  NPYLR7 ag: -4; mcGAS inh: nt; hcGAS inh: -7

(cont.)
26	CCCCc1ccc(S(=O)(=O)c2cnc(SCC(=O)Nc3ccc(Cl)cc3)[nH]c2=O)cc1
27	O=C1NCCN(C2Cc3ccccc3C2)C1CC(=O)N1CCCN(C(=O)c2ccco2)CC1 (centres undefined)
28	COc1ccc(-c2nc3ccc(C)cn3c2NC(=O)C(C)Cl)cc1 (centres undefined)
29	OCCNc1nccnc1-c1ccccc1
30	COc1ccc(CCNc2ccc3nnc(CCNC(=O)c4ccccc4)n3n2)cc1OC

Compound	26	27	28	29	30
NPYLR7 ag	-1	nt	-5	-3	5
mcGAS inh	-1	-11	-7	-2	-6
hcGAS inh	-1	-8	-9	-5	-4

31	Cc1ccc(C)c(OCC(=O)ON=C(N)c2cccnc2)c1
32	CN1CC2(CCN(C(=O)NCc3ccccc3F)CC2)CC1C(=O)O (centres undefined)
33	COc1c(F)ccc(C(=O)N2CCCC3(CC2)CN(C)C(=O)O3)c1F (centres undefined)
34	CCCCN(C(C)=O)c1c(CC)nc2ccc(C(=O)N(CC)CCN(C)C)cn12
35	O=C1CC(Nc2cnc3ccccc3n2)CN1CC1CCCCC1 (centres undefined)

Compound	31	32	33	34	35
NPYLR7 ag	12	7	5	-4	26
mcGAS inh	nt	-12	nt	0	-19
hcGAS inh	-1	-8	2	5	1

36	CC(C)CCNC(=O)C1(C)Cn2nc(C(=O)N3CCN(C)CC3)cc2C(=O)N1C (centres undefined)
37	CC1Cc2cc(-c3cc(CC(=O)N4CCN(c5ccccc5F)CC4)no3)ccc2O1 (centres undefined)
38	COc1nc2cn(C3CCCC3)c(O)c2cc1CNC(=O)CCc1cccnc1
39	COc1ccccc1N1CCN(c2ccc(NC(=O)c3cc(Cl)cc(Cl)c3)cc2C(=O)NC2CC2)CC1
40	CCCNc1nc(SC)nc2c1cnn2CCNC(=O)c1ccc(OC)c(OC)c1

Compound	36	37	38	39	40
NPYLR7 ag	nt	5	3	0	nt
mcGAS inh	-4	-10	nt	-4	-6
hcGAS inh	-3	-7	-2	7	-7

41	N[C@H](C(=O)O)[C@@H]1CC(Cl)=NO1
42	CC1CCCN(S(=O)(=O)c2ccc(C(=O)NCc3ccco3)cc2)C1 (centres undefined)
43	COc1cc(OC)cc(N2CCN(C(C)=O)C(C)C2=O)c1 (centres undefined)
44	CC(=O)NCCn1ncc2c(=O)n(Cc3ccccc3C)cnc21
45	CCc1ccc2oc(=O)cc(-c3oc4ccccc4c3NC(=O)C3CC3)c2c1

Compound	41	42	43	44	45
NPYLR7 ag	-5	9	0	-4	-7
mcGAS inh	-5	nt	nt	1	-1
hcGAS inh	-3	-6	-7	2	6

46	Cc1cc(C)n(CC(=O)Nc2c(C)cccc2C)n1
47	COC(=O)c1ccc(NC(=O)Cn2cc(OC)c(=O)cc2CSc2ncccn2)cc1
48	COc1ccc(S(=O)(=O)NCCn2ncccc2=O)cc1OC
49	O=C(NCc1ccc(=O)[nH]c1)C1CC12CCCc1ccccc12 (centres undefined)
50	CN(Cc1ccccc1)C1CCCN(C2CCSCC2)C1 (centres undefined)

Compound	46	47	48	49	50
NPYLR7 ag	11	-3	1	9	0
mcGAS inh	nt	-7	nt	nt	nt
hcGAS inh	-14	-6	-1	-9	-8

51	C=COCn1c2ccc(I)cc2c2cc(I)ccc21
52	COc1ccc(S(=O)(=O)N2CCC(Cc3ccccc3)CC2)cc1N1CCN(C(=O)c2ccno2)CC1
53	COc1ccccc1NC(=O)N1CC(=O)Nc2cc(S(=O)(=O)N3CCCCC3)ccc21
54	CCCC(Sc1nnc(-c2cccnc2)n1-c1cccc(C(F)(F)F)c1)C(=O)OCC (centres undefined)
55	COc1ccc(-c2cc3c(SCC(=O)NCc4ccccc4OC)nccn3n2)cc1

Compound	51	52	53	54	55
NPYLR7 ag	0	-2	0	nt	1
mcGAS inh	nt	1	-4	-7	-8
hcGAS inh	-5	3	2	-3	-7

56	CCCc1nc(N2CCCN(C(=O)COCc3ccccc3)CC2)c2c(C)nn(-c3ccccc3)c2n1
57	COC(=O)c1ccc(CN2CCN(Cc3ccsc3)C(CCO)C2)cc1 (centres undefined)
58	O=C(/C=C/c1cccs1)NC1CCN(Cc2ccccn2)CC1
59	O=C(CN1CCN(c2ccccc2F)CC1)Nc1ccccc1OCC(F)(F)F
60	C#CCSc1nnc(-c2cc(OC)cc(OC)c2)n1-c1ccc(C)cc1

Compound	56	57	58	59	60
NPYLR7 ag	9	2&10	9	10	20
mcGAS inh	-5	nt	-15	nt	-4
hcGAS inh	-3	-8&-7	-6	-7	-5

61	CCN(CC(=O)Nc1cc(-c2ccccc2)nn1-c1ccc(Cl)cc1)C(=O)Nc1ccccc1C(F)(F)F
62	Cc1[nH]n(-c2ccccc2)c(=O)c1/C=N\NCc1ccccc1
63	Cc1noc(C(C)NC(=O)Cc2ccccc2Br)n1 (centres undefined)
64	Nc1nc(SCc2ccc([N+](=O)[O-])cc2)c2ncn([C@@H]3O[C@H](CO)[C@H](O)C3O)c2n1 (some centres undefined)
65	O=C1CC(c2ccccc2)Oc2ccccc21 (centres undefined)

Compound	61	62	63	64	65
NPYLR7 ag	17	1	8	4	-8
mcGAS inh	-4	-5	nt	-4	-4
hcGAS inh	-7	-6	-9	-7	-3

66	Cc1nc(N2CCCCC2)c2c3c(sc2n1)CC(C)CC3 (centres undefined)
67	CCOc1ncccc1C(=O)Nc1cc(F)c(N(C)C)c(F)c1
68	CC1(C(=O)O)CCN1C(=O)c1cccc(C(F)(F)F)c1 (centres undefined)
69	CCN1C(=O)NC(c2ccccc2Cl)C(C(=O)OCCOC)=C1C (centres undefined)
70	CC1=C(C(=O)N2CCC(Oc3cccc(C(=O)NCc4ccccn4)c3)CC2)OCCO1

Compound	66	67	68	69	70
NPYLR7 ag	5	3	4	-6	-1
mcGAS inh	8	nt	nt	0	nt
hcGAS inh	-11	-18	-20	1	-9

71	CC(C)CNc1nn2cc(C(C)(C)C)nc2s1
72	COc1ccc(C(=O)CSc2nccn(-c3cccc(C)c3)c2=O)cc1
73	Cc1cc(C)n(CC(C)n2cc(-c3nccn3C)nn2)n1 (centres undefined)
74	CNc1cncc(-c2ccc(OC)cc2OC)n1
75	CC(Sc1nc2ccccc2[nH]1)C(N)=O (centres undefined)

Compound	71	72	73	74	75
NPYLR7 ag	-1	-2	16	2	-4
mcGAS inh	-6	-4	nt	nt	nt
hcGAS inh	-6	0	-6	-17	-3

76	O=C(Nc1cccc(F)c1)Nc1nccn(-c2cccc(Cl)c2)c1=O
77	CCOC(=O)c1c(C)[nH]c(-c2csc(N3CCCC3)n2)c1C
78	CCOC(=O)C1(Cc2ccc(Cl)cc2)CCN(C(=O)c2sc(C)nc2C)CC1
79	Cc1ccc(-c2ccc(=O)n(CCCC(=O)Nc3ccccc3C(N)=O)n2)cc1
80	COCCCn1c(=NC(C)=O)c(C#N)cc2c(=O)n3cccc(C)c3nc21

Compound	76	77	78	79	80
NPYLR7 ag	-3	2	8	-6	4
mcGAS inh	-7	-3	nt	-7	nt
hcGAS inh	-3	-5	-9	-5	-3

Excerpt: compounds 76 to 80
76	O=C(Nc1cccc(F)c1)Nc1nccn(-c2cccc(Cl)c2)c1=O
77	CCOC(=O)c1c(C)[nH]c(-c2csc(N3CCCC3)n2)c1C
78	CCOC(=O)C1(Cc2ccc(Cl)cc2)CCN(C(=O)c2sc(C)nc2C)CC1
79	Cc1ccc(-c2ccc(=O)n(CCCC(=O)Nc3ccccc3C(N)=O)n2)cc1
80	COCCCn1c(=NC(C)=O)c(C#N)cc2c(=O)n3cccc(C)c3nc21

Compound	76	77	78	79	80
NPYLR7 ag	-3	2	8	-6	4
mcGAS inh	-7	-3	nt	-7	nt
hcGAS inh	-3	-5	-9	-5	-3

Next section:
81	COCCCN(CC(=O)N(Cc1ccc(F)cc1)Cc1sccc1C)S(=O)(=O)c1c(C)cc(C)cc1C
82	COc1ccc(/C=C2\Oc3cc(OCC(=O)OC(C)(C)C)ccc3C2=O)c(OC)c1OC
83	CCc1ccc(CNc2ccc(CNc3ncn[nH]3)cc2)cc1
84	CC(=O)Nc1ccc2c(c1)OCCOCCOCCOCCO2
85	O=[N+]([O-])c1ccc(Cl)c(CN2CCCn3cccc3C2c2cccc(C(F)(F)F)c2)c1 (centres undefined)
86	CCOC(=O)CSc1nnc(-c2cccc(C)c2)n1-c1ccccc1
87	NS(=O)(=O)c1cc(Cl)c(Cl)c(S(N)(=O)=O)c1
88	Cc1ccccc1-n1c(C)nnc1SCc1nc(C(=O)N2CCC(Cc3ccccc3)CC2)cs1

Compound	81	82	83	84	85	86	87	88
NPYLR7 ag	-1	-3	-13	-4	21	-5	4	0
mcGAS inh	-6	-5	nt	0	-6	-9	-5	-7
hcGAS inh	-8	-3	-2	-1	-6	-2	-6	-15
